# Screening data from PubChem BioAssay.
# OPRM1-OPRD1 ag: agonists of OPRM1-OPRD1 heterodimerization, primary screen, cell-based, luminescence | activation, % at 9.3 µM | hit rate 0.3% among 340,000 | Mu-type opioid receptor (Homo sapiens) + Delta-type opioid receptor (Homo sapiens), … | AID 504326, 2011 | cells; in the data active = activation above about 18%;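 also: 0% = vehicle-treated cells and 100% = reference agonist; values of inactives mirror those of a sister screen read the other way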
# Target sequence (P35372 whole entry, looked up): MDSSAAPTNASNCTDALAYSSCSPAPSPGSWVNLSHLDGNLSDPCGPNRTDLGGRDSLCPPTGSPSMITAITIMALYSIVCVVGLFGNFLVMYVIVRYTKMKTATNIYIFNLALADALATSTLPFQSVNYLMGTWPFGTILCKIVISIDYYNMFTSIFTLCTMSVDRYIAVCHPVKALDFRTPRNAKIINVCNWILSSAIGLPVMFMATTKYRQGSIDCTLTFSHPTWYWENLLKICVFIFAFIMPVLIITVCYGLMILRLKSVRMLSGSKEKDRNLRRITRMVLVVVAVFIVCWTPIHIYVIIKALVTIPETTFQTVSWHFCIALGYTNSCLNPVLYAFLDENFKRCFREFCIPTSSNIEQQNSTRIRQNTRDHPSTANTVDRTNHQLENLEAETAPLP
# Target sequence (P41143 whole entry, looked up): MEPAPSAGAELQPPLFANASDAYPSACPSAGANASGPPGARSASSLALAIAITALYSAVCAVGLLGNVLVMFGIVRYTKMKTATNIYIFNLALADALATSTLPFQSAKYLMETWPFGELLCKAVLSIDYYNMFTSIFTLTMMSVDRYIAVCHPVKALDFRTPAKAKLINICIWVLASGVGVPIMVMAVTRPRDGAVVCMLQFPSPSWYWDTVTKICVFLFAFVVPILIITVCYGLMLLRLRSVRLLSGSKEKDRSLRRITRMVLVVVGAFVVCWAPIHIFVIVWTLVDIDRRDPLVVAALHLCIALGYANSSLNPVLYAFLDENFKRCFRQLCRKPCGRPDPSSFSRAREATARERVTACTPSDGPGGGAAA
# Keap1-Nrf2 PPI: Keap1-Nrf2 protein-protein interaction inhibitors, primary screen, biochemical, fluorescence polarization, single point; Kelch-like ECH-associated protein 1 (Homo sapiens), Q14145; Keap1 Kelch-Nrf2 peptide fluorescence polarization, 1536-well; inhibition, % at 9.4 µM; hit rate 0.15% among 340,000; in the data active = inhibition above about 12%;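 also: human Keap1 Kelch domain with fluorescein labeled Nrf2 9mer peptide probe; 0% = neutral control wells and 100% = peptide positive control; higher means more block of Keap1 binding to Nrf2 peptide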
# MOR-DOR inv ag: inverse agonists of MOR-DOR heterodimerization, primary screen, cell-based, luminescence; Mu-type opioid receptor (Homo sapiens) + Delta-type opioid receptor (Homo sapiens), …; cell-based MOR-DOR heterodimer luminescence, inverse agonism; inhibition, % at 9.3 µM; hit rate 0.21% among 340,000; AID 504357, 2011; in the data active = inhibition above about 22%, passing the limit was not always enough;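 also: 0% = cells with DMSO and 100% = wells without cells with DMSO; values of inactives mirror those of a sister screen read the other way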
# V-ATPase pH: regulators of yeast V-ATPase proton pumping, primary screen, pHLuorin cytosolic pH fluorescence. S. cerevisiae. response, % at 10 µM. hit rate 0.37% among 350,000; in the data active = response mostly above about 7.3%, no sharp cut-off; inactive = mostly below about 5.4%; also: actives read high; inactives centre near 0; some compounds called inactive have numbers as strong as hits; reference of the scale not given here
# HTR5A ag: HTR5A agonists in luminescence cell assay, primary screen, counter-screen for OPRM1-OPRD1 heterodimer agonist project, full-deck HTS. cell-based. hit rate 0.61% among 340,000. activation, % at 9.3 µM. 5-hydroxytryptamine receptor 5A (Homo sapiens), P47898; in the data active = activation mostly above about 9.5%, no sharp cut-off; inactive = mostly below about 7.6%;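 also: 0% = cells with vehicle only and 100% = reference agonist; strong numbers were not always called active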
# RTF Ca sens inh: cardiac RTF calcium sensitivity inhibitors, primary screen, biochemical, IANBD-TnC fluorescence, EC70 calcium; Troponin I, cardiac muscle (Homo sapiens) + Troponin T, cardiac muscle (Homo sapiens) + …; AID 493244, 2011; IANBD-labeled cardiac RTF, Ca2+ fluorescence; inhibition, % at 7.15 µM; hit rate 0.12% among 340,000;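 active = inhibition above the mean inhibition of all tested compounds plus 3 SD, cut at about 17% in these data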;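 also: assay run at fixed EC70 calcium of 1.6 mM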
# RTF Ca sens act: cardiac RTF calcium sensitivity activators, primary screen, biochemical, IANBD-TnC fluorescence, EC20 calcium | hit rate 0.24% among 340,000 | Troponin I, cardiac muscle (Homo sapiens) + Troponin T, cardiac muscle (Homo sapiens) + … | IANBD-labeled TnC RTF fluorescence at EC20 calcium; 0% EC20 calcium, 100% full calcium | activation, % at 7.2 µM;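 active = activation above the mean over all tested compounds plus 3 SD, cut at about 30% in these data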;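 also: rise in fluorescence read as greater calcium sensitivity of cardiac thin filaments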
# HTR5A inv ctr: HTR5A inverse agonists in luminescence cell assay, primary screen, counter-screen for OPRM1-OPRD1 heterodimer inverse agonist project, full-deck HTS; hit rate 0.083% among 340,000; inhibition, % at 9.3 µM; HTR5A cell line, inverse agonism; in the data active = inhibition mostly above about 23%, no sharp cut-off; inactive = mostly below about 18%;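 also: 0% = cells with DMSO and 100% = no-cell wells with DMSO; some compounds called inactive have numbers as strong as hits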
# CAL-PDZ inh HTS: untagged CAL PDZ binding inhibitors, primary screen, biochemical, fluorescence polarization, HTS | Golgi-associated PDZ and coiled-coil motif-containing protein (Homo sapiens), Q9HD26 | purified CAL PDZ, TMR-peptide fluorescence polarization, 1 h | inhibition, % at 24.9 µM | hit rate 0.92% among 300,000 | AID 602252, 2012;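 active = mean inhibition of at least 30% with at least half of replicates also reaching 30%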;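 also: 0% = DMSO neutral control and 100% = excess unlabeled competitor peptide PRC23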
# C-LANA FP: inhibitors of KSHV C-LANA binding to DNA, primary screen, biochemical, fluorescence polarization, FAM-LBS DNA, MBP-C-LANA, single point | inhibition, % at 9 µM | AID 504423, 2011 | hit rate 0.078% among 340,000 | Kaposi's sarcoma herpesvirus LANA C-terminal domain (residues 932-1162) DNA binding;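 active = highest replicate inhibition at or above 60% at 9 µM, even if other replicates fall short; inactive = all replicates below 60% inhibition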;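 also: 0% = neutral control wells and 100% = 4 µM acridine orange control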
# * = called active by the depositor; nt = no result given; & = joins results of further samples.
SMILES,OPRM1-OPRD1 ag,Keap1-Nrf2 PPI,MOR-DOR inv ag,V-ATPase pH,HTR5A ag,RTF Ca sens inh,RTF Ca sens act,HTR5A inv ctr,CAL-PDZ inh HTS,C-LANA FP
O=c1[nH]c2ccccc2c(=O)n1-c1cccc(Cl)c1,-1.2,-2,7,0,2,0,2,11,-1,0.2
CC[n+]1c(SC)ccc2cc(OC)ccc21,-2.4,2,11,0,-1,3,3,-4,-3,1.0
CC[C@H](C)[C@@H](C(=O)N1CCCC1c1nccs1)N(C)C(=O)[C@H](CC(C)C)N(C)C(=O)[C@H](Cc1ccc(OC)cc1)N(C)C(=O)/C=C(\C)OC (stereo not given in full),-5.4,5,25,3,2,2,-9,-7,0,-0.3
CN1C[C@H](CO)C[C@@H]2c3cccc4[nH]cc(c34)C[C@H]21,-0.2,-4,1,9,16*,-3,-1,-61,1,2.9
Cc1ccc(Cl)cc1-n1c(O)c(C=NCCCN2CCOCC2)c(=O)[nH]c1=O,-0.9,-1,5,3,2,0,4,11,0,0.2
CCC(=NCCCN(CC)CC)c1c(O)n(C2CCCCC2)c(=O)[nH]c1=O,-4.0,-5,20,3,0,0,4,-2,nt,0.2
CC(C)CCC1(CN2CCCC2=O)C(=O)NC(=O)NC1=O,-0.7,4,4,3,-4,-1,2,4,-4,-0.9
C=CCN1C(=O)NC(=O)C(Cc2ccc(OC)c(OC)c2)C1=O (stereo not given),-0.7,5,4,1,11,0,6,-30,2,1.2
Clc1ccc2c(c1)C(OC1CN3CCC1CC3)c1ccccc1CS2 (stereo not given),-2.1,0,11,-2,-3,-5,-2,7,1,-1.1
CC1(C)CN=C(Nc2ccc(F)c(F)c2)S1,-0.1,4,1,3,-4,-1,0,-17,-3,-1.2
Cc1cccc(C)c1NC(=O)c1cccn(Cc2ccc3c(c2)OC(F)(F)O3)c1=O,4.2,-2,-19,1,4,1,0,-5,nt,1.2
CCc1ccc(NC(=O)C(C)OC(=O)c2c(C)nn(Cc3ccccc3)c2Cl)cc1 (stereo not given),4.6,-3,-33,0,4,-9,-4,-11,0,-1.3
COc1ccccc1N1CCN(Cc2cnc(-c3ccccc3)[nH]2)CC1,-1.5,-2,8,-4,2,2,-1,-17,-3,-0.7
CCCCC/C(=N\O)c1c[nH]c2ccccc12,1.1,1,-5,-2,4,-2,1,-5,-1,1.1
COC(=O)C1=C(c2ccc(-c3ccccc3)c(F)c2)C[C@@H]2CC[C@H]1N2C(=O)N1CCCCC1,1.0,2,-6,-3,-1,-1,0,9,1,0.1
Nc1c2c(nc3ccccc13)CCN(Cc1ccccc1)C2,-2.0,10,11,-3,5,-33,17,-18,4,7.9
CCc1sc(C(=O)N2CCC3(CC2)OCCO3)cc1Br,-3.2,-2,17,-5,0,3,-1,0,nt,-0.5
C=CCN1C(=O)NC(=O)/C(=C/c2ccc(OCC(=O)Nc3ccc(C)cc3)cc2)C1=O,-0.2,6,1,-2,5,-6,-1,-25,-5,0.9
CC1=CC(=C2C(=O)NC(=S)NC2=O)C=C(C(F)(F)F)N1Cc1ccccc1,-2.3,-11,11,1,2,-8,3,-5,-1,1.6
CCc1ccc(CN2CCN(C(=O)Cc3ccccc3)CC2)cc1,3.0,2,-16,-4,-2,-6,-4,-3,-3,1.9
Cc1cc(/C=C2\C(=O)NC(=O)N(c3ccc(Cl)cc3)C2=O)c(C)n1-c1sc2c(c1C#N)CCCC2,1.7,-8,-11,0,-3,-7,4,-12,-2,-0.1
C=CP(=O)(O)c1ccccc1,-2.5,-2,10,0,2,1,-6,8,-1,0.6
CCC12CN3CC(CC)(CN(C1)C3c1cccnc1)C2=O (stereo not given),-1.2,-4,7,0,4,-11,4,-19,0,-1.8
c1ccc(C2OCCN3CCCCC23)cc1 (stereo not given),-1.5,0,8,0,6,3,6,-16,-1,0.3
O=C1NC(=S)NC(=O)C1=Cc1ccc(OCC(=O)N2CCCC2)cc1,-2.9,-2,15,-2,0,-7,3,-6,3,1.2
COc1cc(Br)c(CNCCc2ccc3c(c2)OCO3)cc1OC,0.2,-1,-1,0,2,-1,-1,-7,-4,1.3
CCN1C(=O)C(=C2C=C(C)OC(C)=C2)C(=O)N(CC)C1=S,-1.1,-1,8,-1,0,-22,-3,-5,6,-1.0
COC(=O)c1ccccc1NC(=O)N1C[C@@H]2C[C@@H](C1)c1cccc(=O)n1C2,-2.7,-4,13,1,-1,-8,9,15,-1,-0.1
CC(C)(C)NC(=S)N1CCn2cccc2C1c1cccnc1 (stereo not given),-2.4,2,11,-3,2,-10,1,-4,0,-0.7
COC(=O)C1=C(N)Oc2c(c(=O)oc3ccccc23)C1c1cccnc1 (stereo not given),3.0,-5,-16,27*,-1,-4,2,4,3,2.7
COc1ccccc1N1CCN(Cc2cccc(OC)c2O)CC1,1.7,-5,-10,2,0,-10,5,6,-1,0.5
CCOC(=O)C1C(=O)NC2(C)CC1c1cc(OC)ccc1O2 (stereo not given),-1.5,-3,8,3,2,4,1,-9,-1,-0.8
NS(=O)(=O)c1nc[nH]c1[N+](=O)[O-],-2.7,-2,14,-3,0,-2,-2,-2,-3,-1.3
CCC1(CC)C(=O)NC(=NCCc2c[nH]c3ccccc23)NC1=O,-2.2,1,11,0,-1,-8,-3,2,nt,2.7
CCNc1ccc(P(=S)(N(C)C)N(C)C)cc1,-1.2,-5,7,3,3,3,3,-16,nt,-0.6
O=c1[nH]c(=S)n(Cc2ccc(F)cc2)c(O)c1C=NCCCn1ccnc1,-2.6,-1,14,-1,1,2,-2,-17,-3,0.2
CCc1ccccc1NC(=O)CN1CCN(C(=O)COc2ccccc2C#N)CC1,-2.9,2,11,5,9,-9,-4,-23,-9,0.9
COc1ccc(-c2nn(CCC#N)cc2C(=O)O)cc1,-1.5,1,7,-2,1,-9,0,-3,nt,2.1
CCN(CC)c1ccc(C=C2C(=O)NC(=S)NC2=O)cc1,-2.8,-7,14,6,-2,-6,-3,8,2,1.0
N[C@H](CO)Cc1ccccc1,0.0,-4,0,6,2,-13,9,-6,-2,-2.6
C=CCN1C(=O)NC(=O)/C(=C\c2ccc(-c3ccccc3[N+](=O)[O-])o2)C1=O,2.3,6,-15,-1,-4,0,1,11,5,-0.3
CCOC(=O)c1c(C)[nH]c(C(=O)C(C)N2CCCC2)c1C (stereo not given),-0.3,1,2,-3,-3,9,0,-21,-2,1.3
O=P(NC1CCCCC1)(Oc1ccccc1)Oc1ccccc1,9.6,2,-42,-2,1,-4,3,-3,-1,0.6
COc1cccc(C2(O)CCN(Cc3ccncc3)CC2)c1,0.0,3,0,-1,7,-10,2,-19,15,0.0
C[N+](C)(C)CC(=O)O,-0.4,1,2,-5,3,11,1,-18,9,2.4
Cc1ccc(S(=O)(=O)NC(Cc2cnc[nH]2)C(=O)O)cc1 (stereo not given),-1.2,-3,6,0,5,4,3,-27,-5,0.0
CC(=NCCCn1ccnc1)c1c(O)n(-c2ccccc2)c(=O)[nH]c1=O,-0.8,7,4,-5,8,3,10,-21,-2,0.2
CCCCn1c(=O)c(C(=O)NCc2ccccc2Cl)c(O)c2ccccc21,0.5,-4,-2,2,1,-9,1,-5,-3,-3.6
O=c1c2ccc(Cl)cc2[nH]c(=S)n1-c1cccnc1,-2.5,2,13,-1,3,0,0,-10,0,0.3
C[N+]1(C)CCc2cc3c(cc2[C@H]1[C@@H]1OC(=O)c2c1ccc1c2OCO1)OCO3,-1.8&-0.6,-2&-2,10&3,0&-3,1&4,8&3,-3&10,-2&-3,0&1,1.8&0.7
Cc1[nH]c2ccc(OC(F)(F)F)cc2c1CCNCc1ccc(Cl)cc1,8.4,5,-40,2,2,-7,-7,-6,3,6.0
CC(C)[C@H]1C(=O)N2CCC[C@H]2[C@]2(O)O[C@](NC(=O)[C@@H]3C=C4c5cccc6[nH]cc(c56)C[C@H]4N(C)C3)(C(C)C)C(=O)N12,2.0,15*,-11,-1,24,-28,27,-52,6,28
CCN(CC)CCN1Cc2ccccc2C1=N,-3.0,-6,16,1,4,-5,0,-24,-2,-1.4
C/C(=N\Nc1ccccc1)c1c(O)n(C)c(=O)n(C)c1=O,-0.4,2,2,-2,1,2,5,-5,-2,-0.2
CC(C)OCC(O)CN1CC2C[C@@H](C1)Cn1c2cccc1=O (stereo not given in full),-1.3,-7,6,4,2,-6,3,-7,-6,-1.1
C[C@]12CCC3C(CC[C@H]4C[C@@H](O)CC[C@]34C)C1C[C@@H](O)[C@H]2O (stereo not given in full),-2.9,8,15,-5,-1,-9,4,3,1,1.2
COP(=S)(OC)SCn1nnc2ccccc2c1=O,-1.4,-3,7,-1,2,0,-3,-8,nt,-1.8
COC(=O)C1=C(c2ccc(-c3ccccc3)c(F)c2)C[C@@H]2CC[C@H]1N2C(=O)NCc1cc(C)oc1C(F)(F)F,-0.3,-4,1,-1,0,6,13,1,-1,-0.8
O=c1c2ccccc2nc(CN2CCOCC2)n1-c1ccccc1F,-0.9,2,5,-4,4,-16,2,-10,-4,0.6
CCOc1cc(C2NCc3ccccc3-n3cccc32)ccc1O (stereo not given),-1.8,0,8,-2,2,3,2,-9,-2,-1.5

# (list continues)
SMILES,OPRM1-OPRD1 ag,Keap1-Nrf2 PPI,MOR-DOR inv ag,V-ATPase pH,HTR5A ag,RTF Ca sens inh,RTF Ca sens act,HTR5A inv ctr,CAL-PDZ inh HTS,C-LANA FP
O=c1c2cc(Cl)cc(Cl)c2nc(CN2CCOCC2)n1-c1ccccc1F,-0.1,-2,1,4,3,-19,4,3,1,-0.3
Cc1ccnc(-n2c(C)cc(C=C3C(=O)N(C)C(=S)N(C)C3=O)c2C)c1,4.3,-2,-25,10,3,-6,10,-37,-4,-0.5
Cc1ccc(N)c(C(=O)c2ccc(Br)cc2)c1,2.9,0,-20,-1,2,-9,3,-16,0,1.0
O=P(C(c1ccc2c(c1)OCO2)N1CCOCC1)(N1CCOCC1)N1CCOCC1 (stereo not given),-1.3,-1,8,2,1,-1,3,-27,-9,2.0
CCC(C)N1Cc2ccccc2C1=N (stereo not given),-0.7,-3,4,-2,4,-8,-6,-1,-5,-0.3

# Not all compounds are listed, so the mix of outcomes need not match the whole.
